# bovine MsrA act: activates bovine MsrA enzyme; purified bovine MsrA, absorbance read-out; activation, % at 10.6 µM; 360,000 tested, 0.3% active; AID 602163; in the data active = activation above about 7.5%;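 note: 0% = vehicle and 100% = reference activator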
# eLon inh: inhibits E. coli Lon protease; purified E. coli Lon protease, fluorescence polarization; AID 602123; 360,000 tested, 0.42% active; inhibition, % at 7.94 µM; in the data active = inhibition above about 13%, passing the limit was not always enough;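 note: 0% = enzyme with probe and DMSO and 100% = no enzyme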
# PABP1 MLLE inh: blocks PAM2 peptide binding to the PABP1 MLLE domain; P11940; GST-MLLE / FITC-PAM2 fluorescence polarization; inhibition, % at 20 µM; 360,000 tested, 0.36% active; in the data active = inhibition above about 35%, passing the limit was not always enough;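 note: plate controls were DMSO wells with GST-MLLE for no effect and wells lacking GST-MLLE protein for full effect; some results filed as inactive read as strong as hits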
# FAS-TE inh: inhibitors of human fatty acid synthase thioesterase domain; recombinant FAS-TE, OMFH fluorogenic substrate, fluorescence endpoint; inhibition, % at 15 µM; 360,000 tested, 0.67% active; P49327;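 active = compounds whose normalised, plate-corrected inhibition of enzyme fluorescence in the single-dose primary screen is 50% or more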;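 note: 0% = DMSO with enzyme and 100% = substrate without enzyme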
# TbMetRS inhib: blocks T. brucei methionyl-tRNA synthetase activity. purified T. brucei MetRS, ATP depletion, Kinase-Glo luminescence. inhibition, % at 11.9 µM. 360,000 tested, 0.4% active;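 active = inhibition above a per-plate cutoff of the control wells' mean inhibition plus 3 SD, cut at about 5.5% in these data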;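 note: 0% = DMSO wells median and 100% = median of wells with control inhibitor compound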
#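 System: purified T. brucei MetRS enzyme / Detection: Kinase-Glo luciferase luminescence reporting remaining unconsumed ATP / Medium: HEPES buffer with MgCl2, KCl, DTT, spermine, BSA, pyrophosphatase / Replication: singlicate, one well per compound / Evaluation: percent inhibition relative to median high and low control wells / Schedule: 2 h aminoacylation at 25 °C after 15 min preincubation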
# Rin1 Abl inh: blocks binding of human Rin1 to Abl | inhibition, % at 7.35 µM | P00519+Q13671 | TR-FRET Rin1/Abl binding, biochemical | 360,000 tested, 0.4% active; in the data active = inhibition above about 5%, passing the limit was not always enough
# Target sequence (P00519 whole entry, looked up): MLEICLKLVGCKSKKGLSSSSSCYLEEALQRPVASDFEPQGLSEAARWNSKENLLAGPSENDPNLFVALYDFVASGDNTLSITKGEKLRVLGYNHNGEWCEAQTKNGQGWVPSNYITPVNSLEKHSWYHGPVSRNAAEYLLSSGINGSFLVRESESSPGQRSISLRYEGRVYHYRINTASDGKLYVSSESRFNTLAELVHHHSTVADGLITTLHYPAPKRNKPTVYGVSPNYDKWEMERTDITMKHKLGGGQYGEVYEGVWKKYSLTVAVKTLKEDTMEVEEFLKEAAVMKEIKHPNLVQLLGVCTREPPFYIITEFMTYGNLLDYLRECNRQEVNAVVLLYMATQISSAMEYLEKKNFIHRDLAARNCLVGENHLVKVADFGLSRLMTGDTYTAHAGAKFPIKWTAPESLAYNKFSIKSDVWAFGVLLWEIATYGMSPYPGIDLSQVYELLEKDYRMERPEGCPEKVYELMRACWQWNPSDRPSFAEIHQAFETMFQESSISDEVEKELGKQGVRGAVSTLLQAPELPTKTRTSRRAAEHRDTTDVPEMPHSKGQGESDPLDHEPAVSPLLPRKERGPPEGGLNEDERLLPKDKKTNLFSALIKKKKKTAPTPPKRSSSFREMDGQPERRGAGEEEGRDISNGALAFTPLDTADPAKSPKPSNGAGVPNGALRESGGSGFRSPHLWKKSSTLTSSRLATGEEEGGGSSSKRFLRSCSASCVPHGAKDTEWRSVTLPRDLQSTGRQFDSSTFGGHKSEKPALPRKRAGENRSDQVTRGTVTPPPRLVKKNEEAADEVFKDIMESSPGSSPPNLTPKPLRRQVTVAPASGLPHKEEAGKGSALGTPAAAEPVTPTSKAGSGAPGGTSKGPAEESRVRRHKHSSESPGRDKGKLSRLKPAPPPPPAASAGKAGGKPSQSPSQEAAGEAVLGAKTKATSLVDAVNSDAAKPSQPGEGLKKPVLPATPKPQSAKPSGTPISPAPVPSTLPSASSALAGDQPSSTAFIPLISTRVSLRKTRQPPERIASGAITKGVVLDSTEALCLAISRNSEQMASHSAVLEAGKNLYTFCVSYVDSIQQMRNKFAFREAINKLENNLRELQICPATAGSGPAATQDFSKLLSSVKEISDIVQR
# Target sequence (Q13671 whole entry, looked up): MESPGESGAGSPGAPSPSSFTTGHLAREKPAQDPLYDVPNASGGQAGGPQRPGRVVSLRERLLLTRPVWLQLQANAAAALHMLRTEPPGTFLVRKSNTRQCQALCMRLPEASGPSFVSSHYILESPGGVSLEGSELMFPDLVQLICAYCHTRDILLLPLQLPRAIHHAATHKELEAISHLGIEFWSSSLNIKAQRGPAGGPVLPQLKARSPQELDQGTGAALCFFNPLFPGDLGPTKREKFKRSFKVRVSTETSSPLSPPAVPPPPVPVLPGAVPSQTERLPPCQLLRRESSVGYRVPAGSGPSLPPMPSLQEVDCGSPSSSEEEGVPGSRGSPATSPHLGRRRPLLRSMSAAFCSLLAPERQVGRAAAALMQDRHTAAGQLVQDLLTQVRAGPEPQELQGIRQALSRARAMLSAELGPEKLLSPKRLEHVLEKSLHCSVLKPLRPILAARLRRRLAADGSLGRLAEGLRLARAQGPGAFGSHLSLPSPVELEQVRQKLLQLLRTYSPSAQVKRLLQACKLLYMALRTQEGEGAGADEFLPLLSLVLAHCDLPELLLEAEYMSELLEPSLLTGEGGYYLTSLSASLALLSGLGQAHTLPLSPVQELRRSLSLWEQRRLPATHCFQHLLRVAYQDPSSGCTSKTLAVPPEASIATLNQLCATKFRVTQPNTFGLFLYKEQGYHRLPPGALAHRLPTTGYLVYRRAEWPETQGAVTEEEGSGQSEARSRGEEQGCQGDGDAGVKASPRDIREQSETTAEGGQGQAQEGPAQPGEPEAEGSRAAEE
# CSN inh: CSN deneddylation inhibition; Q92905; Purified CSN, SCF-Nedd8-OG deneddylation, fluorescence polarization; inhibition, % at 12.5 µM; 360,000 tested, 0.38% active; AID 651999;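 active = pattern-corrected inhibition above about 35%, with an unprinted fluorescence ratio check between 0.5 and 1.5, limit read from the data, passing the limit was not always enough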;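 note: 0% = enzyme with substrate and 100% = substrate without enzyme; some results filed as inactive read as strong as hits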
#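 Test system: purified human Csn5 enzyme expressed in HEK293T cells. Amount: 0.24 nM enzyme. Reagent: SCFSkp2-Nedd8OG substrate at 10 nM final. Schedule: 90 min incubation of compound, enzyme and substrate at room temperature. Detection: fluorescence polarization. Read-out: % inhibition of substrate cleavage by Csn5.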
# Neddyl block: cullin neddylation inhibition | P61081+Q13564 | TR-FRET cullin neddylation, biochemical | calls only at 25 µM | 360,000 tested, 0.58% active | AID 651699; in the data active = inhibition above about 36%
# MsrA inh: inhibits bovine methionine sulfoxide reductase A. purified bovine MsrA, absorbance read-out. inhibition, % at 15.5 µM. 360,000 tested, 0.75% active. AID 651718; in the data active = inhibition above about 4.5%;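 note: 0% = vehicle wells with enzyme and 100% = reference inhibitor wells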
# * hit, by the source's call; i = inactive; nt = no result given. Random draw from the library; about 4% have a hit in one of these screens.
entry	Structure	bovine MsrA act	eLon inh	PABP1 MLLE inh	FAS-TE inh	TbMetRS inhib
1	Cc1cc(NCCCN2CCOCC2)n2nc(C)c(-c3ccccc3)c2n1	-5	-2	9	6	-0.6
2	O=c1[nH]c(NNC(=S)NCc2ccccc2)nc2c1C1(CCCCC1)Cc1ccccc1-2	-12	3	-20	-5	-1.3
3	CCc1ccccc1NC(=O)CN(C)C(=O)CSc1nn(-c2ccccc2)c(=S)s1	-2	-10	5	-8	-0.2
4	CC1(C)Cc2cccc(OCC(=O)Nc3cccnc3Cl)c2O1	2	-1	10	-6	0.6
5	NS(=O)(=O)c1ccc(NC(=O)/C=C/c2ccccc2Cl)cc1	-1	12	-5	6	-0.1
6	CC(=O)c1ccc(NC(=O)c2ccn(C(=O)OCC(C)C)n2)cc1	-3	-5	13	-10	-1.1
7	C=CCn1c(SCc2nc3ccccc3c(=O)[nH]2)nc2scc(C3CC3)c2c1=O	-3	-5	-34	0	-0.2
8	COC(=O)C1CC2=C(CCCC2=O)NC1=O (stereo not drawn)	-1	-8	-4	-8	-0.2
9	O=C(Nc1c(C(=O)N2CCOCC2)cnn1-c1ccccc1)c1ccco1	0	-8	6	-10	-0.4
10	NCCCNc1nc(N)c([N+](=O)[O-])c(NC2CCCCC2)n1	0	-4	19	-3	-0.9
11	Cn1nc(C(C)(C)C)cc1NC(=O)C1(C)CCN1C(=O)c1ccccc1CCc1ccccc1 (stereo not drawn)	2	-8	2	18	0.2
12	Cc1cccn2c(=O)c(/C=C(\C#N)S(=O)(=O)c3ccccc3)c(N3CCN(Cc4ccccc4)CC3)nc12	-2	10	21	14	0.2
13	CCc1ccccc1NC(=O)CNC(=O)c1ccc(S(=O)(=O)NCc2ccco2)cc1	-2	0	2	-5	-0.2
14	COc1ccc(-c2nnc(SC(C(=O)c3c[nH]c4ccccc34)c3ccccc3)n2N)cc1OC (stereo not drawn)	-3	3	-97	5	16*
15	COc1cc(OC)nc(NC(C)=O)n1	-1	-3	1	-7	-0.1

entry	Rin1 Abl inh	CSN inh	Neddyl block	MsrA inh
1	-3	-1	nt	1.8
2	3	2	i	0.0
3	-4	-10	i	0.2
4	2	5	i	0.2
5	1	0	i	0.1
6	-1	-4	i	-0.2
7	-6	9	i	0.6
8	-3	0	i	1.1
9	4	5	i	-1.6
10	-5	-4	i	1.4
11	4	0	i	-0.2
12	4	-8	i	-0.9
13	-4	-8	i	0.7
14	2	-2	i	0.7
15	0	-1	i	-0.8

# Exported with values under each structure: part of the list above.
# Under each structure: bovine MsrA act, eLon inh, PABP1 MLLE inh, FAS-TE inh, TbMetRS inhib, Rin1 Abl inh, CSN inh, Neddyl block, MsrA inh
1) Cc1cc(NCCCN2CCOCC2)n2nc(C)c(-c3ccccc3)c2n1
  -5, -2, 9, 6, -0.6, -3, -1, nt, 1.8
11) Cn1nc(C(C)(C)C)cc1NC(=O)C1(C)CCN1C(=O)c1ccccc1CCc1ccccc1 (stereo not drawn)
  2, -8, 2, 18, 0.2, 4, 0, i, -0.2
2) O=c1[nH]c(NNC(=S)NCc2ccccc2)nc2c1C1(CCCCC1)Cc1ccccc1-2
  -12, 3, -20, -5, -1.3, 3, 2, i, 0.0
5) NS(=O)(=O)c1ccc(NC(=O)/C=C/c2ccccc2Cl)cc1
  -1, 12, -5, 6, -0.1, 1, 0, i, 0.1

# Continued:
entry	Structure	bovine MsrA act	eLon inh	PABP1 MLLE inh	FAS-TE inh	TbMetRS inhib
16	NC(=S)NNC(=O)Nc1ccc(Cl)c(Cl)c1	-3	-1	-34	-13	0.3
17	COC(=O)c1ccc2nc(-c3cccc(Br)c3)c(Cc3ccsc3)n2c1	0	-4	-4	-5	0.6
18	O=C(NCCC(=O)N1CCN(c2ccccc2O)CC1)c1ccc(Br)cc1	-8	-5	-15	-3	-0.5
19	Cc1ccc2c(CC(=O)OCc3cc(=O)n4c(n3)sc3ccccc34)coc2c1	-1	-9	-7	17	-1.3
20	OCC1(CCCc2ccccc2)CCN(Cc2cc(F)ccc2F)CC1	-5	-5	-3	-8	-0.2
21	Cc1c(OCC(=O)N(C)C)ccc2c(-c3ccccc3)cc(=O)oc12	-6	5	-7	2	-0.2
22	CCN1C(=O)c2cccc3cccc1c23	-2	9	-17	4	-0.7
23	N#C/C(=C\c1c(N(Cc2ccccc2)Cc2ccccc2)nc2ccccn2c1=O)C(N)=O	3	-2	7	14	0.1
24	O=C(Nc1cc(S(=O)(=O)N2CCOCC2)ccc1N1CCOCC1)c1ccc(Cl)nc1	-6	0	-13	-2	0.4
25	CC(C)(C)NC(=O)Cn1nnnc1-c1nonc1N	5	-3	-12	-7	-0.8
26	COc1ccc(/C=N/Nc2cc(N3CCCC3)nc(N3CCCC3)n2)cc1	-1	2	54*	11	0.1
27	COC(=O)Nc1ccc(S(=O)(=O)N2CCC(C)CC2)cc1	-2	-3	-9	6	-0.7
28	CS(=O)(=O)c1ccc2nc(NC(=O)C3=NN(c4ccccc4)C(=O)CC3)sc2c1	2	-5	-4	-2	-0.4
29	Cc1cccc(NC(=O)c2cccc(C(=O)Nc3cccc(C)c3)n2)c1	-2	7	-1	-2	-0.6
30	CCCCc1cn([C@@H](CCCCN)C(=O)N2CCNCC2)nn1	-2	11	49*	-13	-0.4

entry	Rin1 Abl inh	CSN inh	Neddyl block	MsrA inh
16	-2	-8	i	-0.4
17	2	-5	i	-0.9
18	1	5	i	-0.1
19	-3	14	i	0.5
20	2	3	i	2.9
21	1	0	i	18*
22	0	-5	i	-0.6
23	-3	0	i	2.5
24	0	-1	i	-0.6
25	-3	-7	i	0.2
26	-5	2	i	0.5
27	0	3	i	0.4
28	-1	-6	i	2.1
29	3	0	i	-1.2
30	-2	-16	i	-0.1

# Reprinted at random: 2 records from the list.
entry	Structure	bovine MsrA act	eLon inh	PABP1 MLLE inh	FAS-TE inh	TbMetRS inhib
17	COC(=O)c1ccc2nc(-c3cccc(Br)c3)c(Cc3ccsc3)n2c1	0	-4	-4	-5	0.6
24	O=C(Nc1cc(S(=O)(=O)N2CCOCC2)ccc1N1CCOCC1)c1ccc(Cl)nc1	-6	0	-13	-2	0.4

entry	Rin1 Abl inh	CSN inh	Neddyl block	MsrA inh
17	2	-5	i	-0.9
24	0	-1	i	-0.6

# (more compounds)
entry	Structure	bovine MsrA act	eLon inh	PABP1 MLLE inh	FAS-TE inh	TbMetRS inhib
31	N#Cc1ccc(C2=CC(=O)C[C@H](c3ccc(F)cc3)C2)cc1	0	7	-6	17	-0.2
32	Cc1nc2ccccn2c1/C(O)=C1\C(=O)C(=O)N(CCN2CCOCC2)C1c1ccncc1 (stereo not drawn)	0	1	28	-5	-0.6
33	O=C(NCCc1ccc2c(c1)OCCO2)c1ccccc1F	-11	-2	-9	-6	-1.4
34	O=C(c1ccccc1)c1ccc[nH]1	-2	0	3	-6	-0.3
35	O=C(/C=C/c1ccccc1)c1ccccc1O	-8	7	-1	-10	-0.5
36	O=C(COc1ccc(F)cc1Br)N1CCN(c2ncccn2)CC1	-1	1	15	2	-0.7
37	O=[N+]([O-])c1cccc(/C=C/c2nc(C=Nc3ccccc3)c(O)o2)c1	-2	-9	-15	-14	-0.1
38	O=C(Nc1nccs1)c1cc2sccc2n1Cc1ccc(F)cc1	-10	6	-5	-5	-1.1
39	Cc1cc(C(=O)CSc2nncs2)c(C)n1-c1ccc2c(c1)OCO2	-7	-2	-6	2	-1.1
40	CC(=O)Nc1ccc(NC(=O)c2sc(-c3ccccc3)nc2C)cc1	-1	2	-18	-2	-0.1
41	COc1ccc(OC)c(C(C(=O)NCc2ccco2)N(C(=O)Cn2nnc3ccccc32)C2CC2)c1 (stereo not drawn)	-3	6	5	-1	-0.6
42	CCCn1c2ccccc2c2nnc(SCC(=O)Nc3c(C)n(C)n(-c4ccccc4)c3=O)nc21	-7	13	16	-4	-0.6
43	Cc1ccc(CN2CCN(CC3CC4C=CC3C4)CC2)cc1 (stereo not drawn)	2	-2	-19	-7	0.2
44	O=c1[nH]c(=O)c2[nH]c(=O)n(-c3ccccc3)c2[nH]1	-6	2	4	-11	-0.5
45	Cc1ccc(S(=O)(=O)C2(C(=O)Nc3ccc4c(c3)OCO4)CC2)cc1	-2	-4	15	1	-0.1

entry	Rin1 Abl inh	CSN inh	Neddyl block	MsrA inh
31	-1	-2	i	0.3
32	-1	0	i	1.4
33	4	-2	i	-0.8
34	-2	2	i	1.6
35	2	8	i	nt
36	0	1	i	0.1
37	-1	1	i	1.7
38	-2	-3	i	1.6
39	0	-2	i	1.2
40	2	0	i	1.3
41	0	5	i	0.2
42	-5	-1	i	2.5
43	2	-2	i	0.6
44	2	-4	i	-1.3
45	4	1	i	-0.2

# Other results.
entry	Structure	bovine MsrA act	eLon inh	PABP1 MLLE inh	FAS-TE inh	TbMetRS inhib
46	CN(C)P(=NC(=O)COc1ccc(Cl)cc1Cl)(N(C)C)N(C)C	-2	3	9	-6	-0.2
47	O=C(/C=C/c1ccco1)Nc1nc(-c2ccccc2)cs1	-4	10	-6	0	0.2
48	C=CCN1CN(S(=O)(=O)c2cccc(Cl)c2)c2nc3ccccc3nc21	-5	-11	-11	19	-0.1
49	CC1(C(=O)NS(=O)(=O)c2ccc(Cl)cc2)CCN1C(=O)CCc1ccc(Cl)cc1Cl (stereo not drawn)	-1	-2	6	8	0.1
50	CC(=O)Nc1ccc2ccc3cccc4ccc1c2c34	-7	-6	2	0	-0.7
51	Cc1ccccc1CN(c1ccc(C(=O)Nc2ccccc2C(=O)N2CCCC2)cc1)S(C)(=O)=O	-2	-3	9	4	-1.2
52	COc1ccc(S(=O)(=O)NCC2CCC(C(=O)NCCC(C)C)CC2)cc1 (stereo not drawn)	-3	0	-10	-8	0.1
53	Cc1c2cnn(CC(=O)NCc3ccccn3)c(=O)c2c(C)n1Cc1ccc(Cl)cc1	-3	-11	-1	0	0.1
54	O=C(NNC(=S)Nc1ccc(Cl)cc1Cl)c1ccncc1	-1	4	18	-7	-0.3
55	CSc1nnc(CCNC(=O)OC(C)(C)C)o1	2	2	3	-5	-0.3
56	O=C1c2cccc3cccc(c23)C(=O)N1CCCN(C(=O)c1cccs1)c1cccc(F)c1	-4	-8	0	40	0.5
57	CC(C)(C)OC(=O)N1CCC(c2cc(-c3cccs3)n[nH]2)CC1	1	0	0	1	-0.4
58	Cc1oc(-c2ccc(Cl)cc2)nc1CN1CCCN(C(=O)c2ccco2)CC1	0	-1	2	-1	-0.1
59	COC(=O)c1sccc1NC(=O)c1c(F)c(F)c(F)c(F)c1F	3	-4	-5	19	-0.2
60	O=C(NCc1ccc(-c2csnn2)cc1)c1cc(Cl)cc(Cl)c1	-3	-4	7	4	0.1
61	CCCCNC(=O)C1C(c2ccc(OC)cc2)=Nc2ccccc2N1C(=O)c1ccc2ncccc2c1 (stereo not drawn)	nt	nt	nt	nt	-0.2
62	COc1ccc(N(CC(=O)NC2CCCC2)C(=O)CCC(=O)Nc2cc(C)on2)c(OC)c1	0	-6	2	-6	-0.3

entry	Rin1 Abl inh	CSN inh	Neddyl block	MsrA inh
46	-4	1	i	nt
47	3	2	i	-0.5
48	3	7	i	3.4
49	2	-2	i	0.2
50	-3	8	i	3.5
51	1	1	i	-0.5
52	0	-2	i	-1.5
53	4	-1	i	0.6
54	1	-7	i	2.9
55	-1	3	i	0.1
56	-1	-3	nt	0.7
57	1	0	i	-1.2
58	1	-4	i	-1.9
59	-2	1	i	0.0
60	3	2	i	1.5
61	nt	4	i	0.7
62	2	4	i	-1.1

# From PubChem
